HTRA1 inh: HTRA1 (human) protease inhibition; Q92743; recombinant HTRA1, FP-rhodamine activity-based probe, fluorescence polarization; inhibition, % at 5.96 µM; actives 0.5% (n = 340,000); in the data active = inhibition above about 36%;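 note: 0% = enzyme with DMSO and 100% = wells lacking enzyme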
NPR2 activator: GC-B (human) receptor activation | P20594 | HEK293-GC-B cells, CNP EC30, cGMP TR-FRET; 0% at EC30 CNP, 100% saturating CNP | AID 1920062 | actives 0.11% (n = 370,000) | activation, % at 10 µM;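 active = activation at 10 µM reaching about 35% in either raw or pattern-adjusted values, limit read from the data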
MBD2 DNA inh: blocks human MBD2 binding to methylated DNA. Q9UBB5. TR-FRET, MBD2 binding to methylated oligonucleotide. actives 0.31% (n = 370,000). inhibition, % at 4.4 µM; in the data active = inhibition above about 13%
Target sequence (Q9UBB5 whole entry, looked up): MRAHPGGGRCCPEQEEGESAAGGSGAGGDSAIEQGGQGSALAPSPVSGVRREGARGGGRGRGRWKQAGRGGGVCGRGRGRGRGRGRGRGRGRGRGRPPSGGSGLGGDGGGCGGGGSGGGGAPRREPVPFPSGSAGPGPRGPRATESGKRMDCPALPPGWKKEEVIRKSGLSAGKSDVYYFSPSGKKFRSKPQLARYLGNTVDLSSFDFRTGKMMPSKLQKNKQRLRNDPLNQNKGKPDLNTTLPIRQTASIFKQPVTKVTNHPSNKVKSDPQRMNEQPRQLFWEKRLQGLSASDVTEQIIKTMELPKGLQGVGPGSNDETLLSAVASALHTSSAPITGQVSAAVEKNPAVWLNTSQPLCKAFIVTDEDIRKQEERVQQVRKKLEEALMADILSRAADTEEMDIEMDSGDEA
rCAG binder: molecules binding r(CAG) RNA repeats; r(CAG) RNA repeat, TO-PRO-1 dye displacement fluorescence; inhibition, % at 3 µM; actives 1.3% (n = 370,000);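 active = inhibition above the plate cutoff, the mean of all test compounds on that plate plus 3 SD, cut at about 35% in these data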;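 note: 0% = DMSO alone and 100% = 100 µM mitoxantrone as full dye displacement; higher means more dye released from RNA so lower well fluorescence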
PRMT1 inh: inhibitors of human PRMT1; AID 652257; recombinant PRMT1, activity-based probe fluorescence polarization; inhibition, % at 2.79 µM; actives 1.3% (n = 370,000); Q99873;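 active = inhibition above about 21% made by adding two undisclosed values, limit read from the data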
TCR-CD3 inh: blocks the human TCR-CD3 interaction | TAMRA-labeled TCR probe fluorescence, biochemical | inhibition, % at 9.4 µM | actives 0.37% (n = 360,000); in the data active = inhibition above about 19%;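 note: recombinant mutant TCR 2C K166C tagged with TAMRA read by polarization; 0% = receptor in buffer alone and 100% = receptor with positive control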
TDP2 absorb: TDP2 (human) inhibition, absorbance primary screen; O95551; recombinant TDP2, T5PNP hydrolysis, p-nitrophenol absorbance 415 nm; inhibition, % at 12.8 µM; actives 0.34% (n = 370,000); AID 720702;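 active = inhibition above the mean of all tested compounds plus 3 SD, set per campaign, cut at about 25% in these data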;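 note: 0% = DMSO with enzyme and 100% = buffer with substrate but no TDP2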
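test system = human TDP2 enzyme | input = TDP2 enzyme at 120 nM final | medium = 50 mM Tris-HCl pH 7.5 with Mg2+, KCl, DTT, BSA | also added = T5PNP substrate, 5 mM | times = 2 h at 37 °C | technique = epi absorbance | benchmarks = high control without enzyme, low control DMSO plus TDP2 | replication = each compound tested once, singlicate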
SIAE inh: blocks human sialic acid acetylesterase; Q9HAT2; SIAE FP-Rh probe binding, fluorescence polarization; inhibition, % at 9.66 µM; actives 0.69% (n = 370,000); AID 1053197;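 active = inhibition above a cutoff: mean of compounds within the control limits plus 3 SD of those, cut at about 17% in these data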;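 note: 0% = plate median of compound wells and 100% = probe without SIAE protein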
Target sequence (Q9HAT2 whole entry, looked up): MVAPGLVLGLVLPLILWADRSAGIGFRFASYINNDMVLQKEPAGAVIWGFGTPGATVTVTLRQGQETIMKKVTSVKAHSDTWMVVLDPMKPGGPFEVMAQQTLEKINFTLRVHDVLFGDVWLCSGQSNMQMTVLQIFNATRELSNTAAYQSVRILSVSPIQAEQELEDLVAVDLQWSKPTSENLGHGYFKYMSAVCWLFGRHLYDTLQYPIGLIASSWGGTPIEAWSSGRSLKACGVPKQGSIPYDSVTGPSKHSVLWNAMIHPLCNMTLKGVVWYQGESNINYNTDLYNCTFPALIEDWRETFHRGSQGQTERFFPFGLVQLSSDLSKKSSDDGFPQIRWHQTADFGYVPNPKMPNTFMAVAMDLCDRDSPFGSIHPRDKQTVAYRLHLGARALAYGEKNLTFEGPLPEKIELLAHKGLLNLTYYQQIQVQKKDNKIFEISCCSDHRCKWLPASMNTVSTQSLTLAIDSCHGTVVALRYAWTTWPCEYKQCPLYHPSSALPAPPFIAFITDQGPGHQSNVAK
ABHD4 inh: inhibits mouse alpha/beta hydrolase domain 4; inhibition, % at 8.92 µM; actives 0.54% (n = 370,000); purified mABHD4, FP-Rh probe fluorescence polarization; Q8VD66;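 active = inhibition exceeding the mean over every tested compound plus 3 SD, cut at about 30% in these data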;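 note: 0% = plate median of compound wells and 100% = S159A mutant with DMSO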
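Test system: mABHD4 protein | Buffer or medium: HEPES pH 7.0 buffer, 150 mM NaCl, 0.01% Pluronic F-127 | Probe or stimulus: FP-Rh fluorescent activity-based probe, added after compound pre-incubation | Timing: Pre-incubation 45 min, probe exposure 60 min, at 25 °C | Technique: Fluorescence polarization, excitation 525 nm, emission 598 nm, BODIPY TMR filters | Repeats: Single well per compound (singlicate)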
LEDGF integ inh: blocks HIV-1 LEDGF/p75-dependent DNA integration. actives 0.64% (n = 370,000). AID 743269. TR-FRET IN-LEDGF/p75 DNA integration, Eu/Cy5. inhibition, % at 3.7 µM;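 active = inhibition above the screen-wide mean plus 3 SD, cut at about 13% in these data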;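 note: signal is the Cy5 over europium emission ratio at 671 and 618 nm; 0% = plate median of compound wells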
The depositor's hits bear a star. Not all compounds are listed. The share of hits here may be higher or lower than overall.

N#CC1=C(N)SC(N)=C(C#N)C1Cc1ccccc1 was read as HTRA1 inh -35, NPR2 activator 4, MBD2 DNA inh 5, rCAG binder 14, PRMT1 inh 5, TCR-CD3 inh -23, TDP2 absorb 10, SIAE inh -9, ABHD4 inh 6 and LEDGF integ inh -1.
`O=C(c1ccccc1NS(=O)(=O)c1ccccc1[N+](=O)[O-])N1CCOCC1` gave HTRA1 inh 2, NPR2 activator 5, MBD2 DNA inh 1, rCAG binder 2, PRMT1 inh 1, TCR-CD3 inh 2, TDP2 absorb 1, SIAE inh -5, ABHD4 inh 2 and LEDGF integ inh 1.
For CCCn1cnnc1CNC(=O)[C@H]1O[C@@H](n2ccc(=O)[nH]c2=O)[C@H](O)[C@@H]1O the results were NPR2 activator -4, MBD2 DNA inh 1, rCAG binder 1, PRMT1 inh -3, TCR-CD3 inh 6, TDP2 absorb -7, SIAE inh -6, ABHD4 inh 2 and LEDGF integ inh 2.
Screening CCc1ccc(NC(=O)CC2C(=O)N(c3cccc(C)c3)C(=O)N2C2CC2)cc1 (centres undefined) returned HTRA1 inh -21, NPR2 activator 2, MBD2 DNA inh 1, rCAG binder 2, PRMT1 inh 0, TCR-CD3 inh -6, TDP2 absorb -1, SIAE inh 1, ABHD4 inh -5 and LEDGF integ inh -1.
`CCOc1ccc(CCNC(=O)c2sc3nc4n(c(=O)c3c2C)CCC4)cc1OCC` gave HTRA1 inh 3, NPR2 activator -1, MBD2 DNA inh 0, rCAG binder -5, PRMT1 inh -4, TCR-CD3 inh 4, TDP2 absorb 10, SIAE inh -2, ABHD4 inh 1 and LEDGF integ inh 1.
For CC(C)(C)C1CCC(OC(=O)c2cncc(Br)c2)CC1 (centres undefined) the results were HTRA1 inh 3, NPR2 activator 0, MBD2 DNA inh -2, rCAG binder -3, PRMT1 inh 3, TCR-CD3 inh 0, TDP2 absorb -4, SIAE inh 3, ABHD4 inh 2 and LEDGF integ inh -9.
COc1ccc2cc(CN(CC3CCCO3)S(=O)(=O)c3ccccc3)c(=O)[nH]c2c1 (centres undefined) was read as HTRA1 inh -5, NPR2 activator -2, MBD2 DNA inh -5, rCAG binder 1, PRMT1 inh 0, TCR-CD3 inh -6, TDP2 absorb -11, SIAE inh 10, ABHD4 inh -4 and LEDGF integ inh 5.
`COC(=O)C1=C(C(=O)OC)C(C(=O)OC)N2C=CC=CC2=C1C(=O)OC` (centres undefined) gave NPR2 activator 0, MBD2 DNA inh -4, rCAG binder 1, PRMT1 inh 1, TCR-CD3 inh 1, TDP2 absorb 9, SIAE inh 8, ABHD4 inh 5 and LEDGF integ inh -1.
`CCN(CC)CCCNC(=O)c1cc2nc3c(c(C(F)(F)F)n2n1)CCc1ccccc1-3` gave HTRA1 inh -6, NPR2 activator 2, MBD2 DNA inh -2, rCAG binder -3, PRMT1 inh -2, TCR-CD3 inh 4, TDP2 absorb -10, SIAE inh 1, ABHD4 inh 1 and LEDGF integ inh -3.
`CCNC(=O)Nc1ccc(OC)cc1OC` gave HTRA1 inh -1, NPR2 activator 0, MBD2 DNA inh -4, rCAG binder 1, PRMT1 inh -2, TCR-CD3 inh 9, TDP2 absorb -1, SIAE inh 1, ABHD4 inh 2 and LEDGF integ inh -1.
Screening CC1CCCCC1NC(=O)c1ccc(S(=O)(=O)N2CCCC2)cc1 (centres undefined) returned HTRA1 inh -4, NPR2 activator 1, MBD2 DNA inh 5, rCAG binder -6, PRMT1 inh 1, TCR-CD3 inh 0, TDP2 absorb 4, SIAE inh -1, ABHD4 inh -1 and LEDGF integ inh 0.
Screening CCCCCCSc1nnc(-c2cnn(-c3ccccc3)c2-n2cccc2)n1C returned HTRA1 inh -47, NPR2 activator -3, MBD2 DNA inh -4, rCAG binder -7, PRMT1 inh -2, TCR-CD3 inh -7, TDP2 absorb -16, SIAE inh 8, ABHD4 inh -2 and LEDGF integ inh -1.

Brought forward from above: two compounds, then new ones.
Screening CC1CCCCC1NC(=O)c1ccc(S(=O)(=O)N2CCCC2)cc1 (centres undefined) returned HTRA1 inh -4, NPR2 activator 1, MBD2 DNA inh 5, rCAG binder -6, PRMT1 inh 1, TCR-CD3 inh 0, TDP2 absorb 4, SIAE inh -1, ABHD4 inh -1 and LEDGF integ inh 0.
Screening CCCCCCSc1nnc(-c2cnn(-c3ccccc3)c2-n2cccc2)n1C returned HTRA1 inh -47, NPR2 activator -3, MBD2 DNA inh -4, rCAG binder -7, PRMT1 inh -2, TCR-CD3 inh -7, TDP2 absorb -16, SIAE inh 8, ABHD4 inh -2 and LEDGF integ inh -1.
Screening O=P(c1ccccc1)(c1ccccc1)c1cc(Br)cc(Br)c1OCCO returned HTRA1 inh -8, NPR2 activator -19, MBD2 DNA inh -5, rCAG binder -1, PRMT1 inh -5, TCR-CD3 inh -10, TDP2 absorb -7, SIAE inh 5, ABHD4 inh -7 and LEDGF integ inh 3.
Cc1ccc(/C=N/NC(=O)CNC(=O)c2cccc([N+](=O)[O-])c2C)o1 was read as HTRA1 inh -4, NPR2 activator 0, MBD2 DNA inh 4, rCAG binder -1, PRMT1 inh 4, TCR-CD3 inh -7, TDP2 absorb -1, SIAE inh -2, ABHD4 inh 6 and LEDGF integ inh -1.
`COc1ccc(NC(=O)COC(=O)Cn2nnc3ccccc32)cc1` gave HTRA1 inh -6, NPR2 activator -1, MBD2 DNA inh 8, rCAG binder 2, PRMT1 inh 8, TCR-CD3 inh 0, TDP2 absorb -3, SIAE inh -11, ABHD4 inh -9 and LEDGF integ inh 0.
NS(=O)(=O)c1cccc(NC(=O)c2cccs2)c1 was read as HTRA1 inh 4, NPR2 activator 0, MBD2 DNA inh 0, rCAG binder -2, PRMT1 inh 9, TCR-CD3 inh -4, TDP2 absorb -22, SIAE inh -1, ABHD4 inh 0 and LEDGF integ inh -3.
O=C(COc1ccc(N2C(=O)c3ccccc3C2=O)cc1)c1ccccc1 was read as HTRA1 inh -1, NPR2 activator -2, MBD2 DNA inh -1, rCAG binder 1, PRMT1 inh -1, TCR-CD3 inh -13, TDP2 absorb -1, SIAE inh -2, ABHD4 inh 0 and LEDGF integ inh 1.
CC#CC(=O)N1CCC(CCc2ccccc2)(C(=O)OCC)CC1 was read as HTRA1 inh -5, NPR2 activator 1, MBD2 DNA inh -2, rCAG binder -5, PRMT1 inh 1, TCR-CD3 inh -3, TDP2 absorb -3, SIAE inh 2, ABHD4 inh -4 and LEDGF integ inh -3.
`COC(=O)c1c(C)cc(OC(C)=O)c(C)c1OC(C)=O` gave HTRA1 inh 1, NPR2 activator -2, MBD2 DNA inh 0, rCAG binder 0, PRMT1 inh 1, TCR-CD3 inh 3, TDP2 absorb 7, SIAE inh 2, ABHD4 inh 2 and LEDGF integ inh 3.
`C=CCOc1ccc2ccccc2c1CNn1c(C)n[nH]c1=S` gave HTRA1 inh -9, NPR2 activator -8, MBD2 DNA inh 4, rCAG binder 1, PRMT1 inh 4, TCR-CD3 inh 1, TDP2 absorb 2, SIAE inh 4, ABHD4 inh 3 and LEDGF integ inh 0.
Cc1ccccc1C(=O)c1cccn1CC(=O)NCc1ccccc1 was read as HTRA1 inh -7, NPR2 activator 1, MBD2 DNA inh -3, rCAG binder -1, PRMT1 inh -2, TCR-CD3 inh -2, TDP2 absorb 7, SIAE inh 3, ABHD4 inh -5 and LEDGF integ inh 3.
`COc1ccc(OC)c(-n2nnnc2SCC(=O)O)c1` gave HTRA1 inh 3, NPR2 activator 0, MBD2 DNA inh 3, rCAG binder -1, PRMT1 inh 1, TCR-CD3 inh -1, TDP2 absorb 7, SIAE inh -7, ABHD4 inh -1 and LEDGF integ inh 0.
O=C(O)c1cccc(CSc2nnc(Cc3ccccc3)o2)c1 was read as HTRA1 inh 3, NPR2 activator 1, MBD2 DNA inh -1, rCAG binder 1, PRMT1 inh -3, TCR-CD3 inh 5, TDP2 absorb -1, SIAE inh 2, ABHD4 inh 3 and LEDGF integ inh 0.
Cc1cc(C)cc(N(CC(=O)NC(C)(C)C)C(=O)CNC(=O)c2cccs2)c1 was read as HTRA1 inh 3, NPR2 activator 0, MBD2 DNA inh 0, rCAG binder -8, PRMT1 inh 1, TCR-CD3 inh 1, TDP2 absorb 4, SIAE inh -5, ABHD4 inh -4 and LEDGF integ inh 3.
Screening CCOc1ccccc1C(=O)NCC(=O)Nc1ccc(-c2ccccc2)cc1 returned HTRA1 inh 14, NPR2 activator 3, MBD2 DNA inh 4, rCAG binder 4, PRMT1 inh 7, TCR-CD3 inh -2, TDP2 absorb -11, SIAE inh -4, ABHD4 inh -4 and LEDGF integ inh -4.
O=C(COc1ncnc2c(Cl)cc(Cl)cc12)NCCC1=CCCCC1 was read as HTRA1 inh 0, NPR2 activator -6, MBD2 DNA inh 0, rCAG binder 3, PRMT1 inh -1, TCR-CD3 inh 6, TDP2 absorb 3, SIAE inh 3, ABHD4 inh 1 and LEDGF integ inh -1.
`COc1ccc(CNC(=O)CC(C)c2ccccc2)cc1` (centres undefined) gave HTRA1 inh 2, NPR2 activator 5, MBD2 DNA inh 3, rCAG binder -5, PRMT1 inh 3, TCR-CD3 inh -4, TDP2 absorb -13, SIAE inh -8, ABHD4 inh 9 and LEDGF integ inh -3.
Cc1ccc(S(=O)(=O)NCCC(=O)O)cc1 was read as HTRA1 inh 4, NPR2 activator -3, MBD2 DNA inh 0, rCAG binder 2, PRMT1 inh -1, TCR-CD3 inh 4, TDP2 absorb 3, SIAE inh 7, ABHD4 inh -1 and LEDGF integ inh 4.
Cc1cc(C)n(-c2nc(SCCN(C)C)c3c4c(sc3n2)COC(C)(C)C4)n1 was read as HTRA1 inh -2, NPR2 activator 0, MBD2 DNA inh 4, rCAG binder -2, PRMT1 inh -4, TCR-CD3 inh -2, TDP2 absorb 3, SIAE inh 3, ABHD4 inh 2 and LEDGF integ inh -2.
O=C(Nc1cc(Cl)ccc1Cl)c1noc2c1CCCC2 was read as HTRA1 inh -1, NPR2 activator -4, MBD2 DNA inh -7, rCAG binder 1, PRMT1 inh -2, TCR-CD3 inh 0, TDP2 absorb 6, SIAE inh 10, ABHD4 inh 0 and LEDGF integ inh 5.
O=C(CC1CCCC1)NCCc1cn2ccccc2n1 was read as HTRA1 inh -8, NPR2 activator -4, MBD2 DNA inh -3, rCAG binder 2, PRMT1 inh -7, TCR-CD3 inh 2, TDP2 absorb -3, SIAE inh 2, ABHD4 inh 0 and LEDGF integ inh 4.
O=C(Nc1ccc(Cl)cc1)Nc1ccc(Cl)c(Cl)c1 was read as NPR2 activator 13, MBD2 DNA inh 5, rCAG binder 11, PRMT1 inh -2, TCR-CD3 inh 22*, TDP2 absorb 8, SIAE inh -29, ABHD4 inh -35 and LEDGF integ inh 0.
Cc1cc(C)c(C(=O)CSc2n[nH]c(=O)n2C2CC2)cc1C was read as HTRA1 inh 0, NPR2 activator -4, MBD2 DNA inh -7, rCAG binder -5, PRMT1 inh -3, TCR-CD3 inh 3, TDP2 absorb 13, SIAE inh 3, ABHD4 inh -6 and LEDGF integ inh 3.
CCc1ccccc1NC(=O)CNC(=O)CCc1nc2sc3c(c2c(=O)[nH]1)CCCC3 was read as HTRA1 inh -9, NPR2 activator 1, MBD2 DNA inh 6, rCAG binder 11, PRMT1 inh 2, TCR-CD3 inh 0, TDP2 absorb -4, SIAE inh -10, ABHD4 inh 5 and LEDGF integ inh 2.
